Bioassay records from PubChem BioAssay.
HP1b chromo inh: inhibitors of HP1-beta chromodomain binding to methylated histone tails; AlphaScreen HP1-beta / biotin-H3K9me3 peptide binding; P83916; 390,000 compounds, 0.56% hits; Potency, µM (series often up to 114 µM), inactives show top-dose activity change, negative = inhibition, most hits filed as inhibitors; further: nearly all actives have a fitted effect of over 70% in size; inactives centre near 23
Target sequence (P83916 whole entry, looked up): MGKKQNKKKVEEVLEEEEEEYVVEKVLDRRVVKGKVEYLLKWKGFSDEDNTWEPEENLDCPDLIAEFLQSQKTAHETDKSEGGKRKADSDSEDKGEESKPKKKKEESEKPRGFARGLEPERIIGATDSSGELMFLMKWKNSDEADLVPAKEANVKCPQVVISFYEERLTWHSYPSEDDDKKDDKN
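AlphaScreen: HP1-beta (50 nM) preformed 30 min with biotin-H3(1-18)K9me3 peptide (50 nM) in PBS pH 7.4, 0.01% Tween-20. Compound added for 30 min at RT, then streptavidin donor/nickel chelate acceptor beads (10 ug/mL) for 30 min.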
Tb PGK inh: blocks T. brucei phosphoglycerate kinase; AID 602233; Potency, µM (titrated, usually from 57.5 µM), for inactives: at the highest dose activity change, negative = inhibition, hits mostly inhibitors; P07378; 380,000 compounds, 0.043% hits; PGK/GAPDH coupled, Kinase-Glo luminescence, 60 min; further: on the % scale 0 is the no-effect control and ±100 the full control effect; nearly all actives have a fitted effect of over 60% in size
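Luminescent ATP detection (Kinase-Glo Plus) follows a 60-minute room-temperature incubation, with wells lacking PGK as controls. Buffer: 100 mM TEA (pH 7.6), 5 mM MgCl2, 0.01% Tween-20. Coupling enzyme GAPDH (100 nM final) supplies unstable 1,3-BPG in-well.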
Pin1 inhibitor: human Pin1 inhibition | Q13526 | Pin1 FP peptide displacement, HiFluor488, 10 min | Potency, µM (highest dose often 115 µM), for inactives: top-dose activity, negative = inhibition, usual class: inhibitors | 390,000 compounds, 0.009% hits; active means well fitted inhibition curve with a large enough effect in the polarisation, with a control signal flat, not every such curve was filed as active; inconclusive means small, poorly fitted or top-dose-only effect, or effect the other way, or a change in a side signal; inactive means no such curve, though single readings can be large or run the other way; the % refers to the polarisation; further: on the % scale 0 is the no-effect control and ±100 the full control effect
Target sequence (Q13526 whole entry, looked up): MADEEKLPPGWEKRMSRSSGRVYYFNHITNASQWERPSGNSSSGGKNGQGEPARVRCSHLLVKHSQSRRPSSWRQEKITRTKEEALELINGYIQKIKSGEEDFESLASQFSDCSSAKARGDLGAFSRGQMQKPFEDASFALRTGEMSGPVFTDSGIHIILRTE
GLS inhibitor: blocks human kidney-isoform glutaminase activity | Potency, µM (series often up to 45.5 µM), without a hit: at the highest dose activity change, negative = inhibition, actives largely listed as inhibitors | 410,000 compounds, 0.21% hits | O94925 | AID 624170 | GLS enzymatic activity, qHTS titration; further: on the % scale 0 is the no-effect control and ±100 the full control effect
Target sequence (O94925 whole entry, looked up, canonical isoform): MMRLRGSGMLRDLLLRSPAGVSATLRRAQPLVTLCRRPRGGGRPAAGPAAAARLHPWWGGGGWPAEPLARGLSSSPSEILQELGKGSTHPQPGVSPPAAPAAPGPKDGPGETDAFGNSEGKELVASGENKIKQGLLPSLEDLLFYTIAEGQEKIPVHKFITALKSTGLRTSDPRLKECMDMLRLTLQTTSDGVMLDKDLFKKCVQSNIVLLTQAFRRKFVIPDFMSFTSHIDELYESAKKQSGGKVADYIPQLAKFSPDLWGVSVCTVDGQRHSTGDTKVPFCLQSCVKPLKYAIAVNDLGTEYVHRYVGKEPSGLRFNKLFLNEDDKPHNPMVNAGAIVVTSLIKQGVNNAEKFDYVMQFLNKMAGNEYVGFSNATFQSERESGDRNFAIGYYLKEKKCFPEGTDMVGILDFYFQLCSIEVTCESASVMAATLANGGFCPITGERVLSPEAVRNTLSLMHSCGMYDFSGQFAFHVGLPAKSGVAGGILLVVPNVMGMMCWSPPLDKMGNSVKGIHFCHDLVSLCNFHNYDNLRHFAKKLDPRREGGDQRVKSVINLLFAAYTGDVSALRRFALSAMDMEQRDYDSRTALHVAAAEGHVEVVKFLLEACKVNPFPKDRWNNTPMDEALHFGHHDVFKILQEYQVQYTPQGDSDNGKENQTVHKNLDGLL
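hKGA in 45 mM KH2PO4 (pH 8.2), 0.02% Tween-20 with compound, then 1mM L-Glutamine (stock as added) plus glutamate oxidase/HRP/Amplex red coupling mix. Fluorescence read initially and after 30 min at RT; signal change reflects glutamate formation.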
BAZ2B inh: BAZ2B (human) inhibition | Q9UIF8 | AlphaScreen BAZ2B-H3K14Ac peptide displacement | Potency, µM (highest dose often 114 µM), without a hit: top-dose activity change, negative = inhibition, most hits filed as inhibitors | 360,000 compounds, 4.4% hits; further: on the % scale 0 is the no-effect control and ±100 the full control effect; nearly all actives have a fitted effect of over 60% in size
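In this displacement format the biotinylated H3(5-23) peptide acetylated at Lys14 serves as ligand at 50 nM, with BAZ2B at 50 nM in PBS pH 7.4 containing 0.01% Tween-20. Donor and acceptor beads are 10 ug/mL final.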
JMJD2A Tudor: blocks the human JMJD2A Tudor domain; O75164; AlphaScreen JMJD2A-Tudor / H3K4me3 peptide binding; Potency, µM (series often up to 114 µM), without a hit: at the top dose activity change, negative = inhibition, actives largely listed as inhibitors; 390,000 compounds, 4.4% hits; AID 504339; further: on the % scale 0 is the no-effect control and ±100 the full control effect; nearly all actives have a fitted effect of over 50% in size
Pol iota inh: inhibitors of human DNA polymerase iota. Q9UNA4. Pol iota fluorescent replication assay, 10 min. Potency, µM (series often up to 115 µM), for inactives: at the highest dose activity, negative = inhibition, hits mostly inhibitors. 390,000 compounds, 1% hits. AID 588590
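Fluorescent replication assay read twice, at 0 min and 10 min after adding 50 nM (final) substrate. Enzyme (10 nM) and compounds were first incubated 15 min at room temperature; enzyme-free buffer wells were negative controls.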
BLM helicase inh: Bloom syndrome helicase (human) inhibition; P54132; recombinant BLM DNA unwinding, fluorescence dequenching; Potency, µM (titrated, usually from 56.1 µM), without a hit: top-dose activity change, negative = inhibition, hits mostly inhibitors; 350,000 compounds, 0.2% hits; AID 2528;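 further: plate controls were vehicle for no effect and no enzyme for full effect; nearly all actives have a fitted effect of over 35% in size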
G9a block: G9a (human) methyltransferase inhibition; Q96KQ7; G9a H3K9 monomethylation, AlphaScreen, 2 h; Potency, µM (top dose mostly 102 µM), without a hit: at the top dose activity, negative = inhibition, usual class: inhibitors; 350,000 compounds, 8.8% hits; further: on the % scale 0 is the no-effect control and ±100 the full control effect; nearly all actives have a fitted effect of over 75% in size
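Methyltransferase reactions run at room temperature for 2 h (20 nM enzyme, 500 nM biotin-H3K9 peptide, 20 uM SAM) after a 15 min compound preincubation; product detected by AlphaScreen beads and anti-H3K9me1 antibody.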
The depositor's hits bear a star; i = inactive; ? = inconclusive; . = no result given; & = joins results of further samples; [ ] = dose if it differs, or a comment. Unless noted, the call rests on the fitted dose curve; in most records, active means well fitted curve in the direction sought with a large enough effect; inconclusive means small, poorly fitted or top-dose-only effect, or another doubt; inactive means no such curve, though single readings can be large; an effect the other way counts as inactive or inconclusive. Potency means the concentration at half of the fitted maximal effect. A portion of the library; rates above refer to the full screens.

SMILES | HP1b chromo inh | Tb PGK inh | Pin1 inhibitor | GLS inhibitor | BAZ2B inh | JMJD2A Tudor | Pol iota inh | BLM helicase inh | G9a block
COc1cccc(N2CCN(C(=O)Cn3ncc4c3-c3ccccc3OC4)CC2)c1 | 11% | 0% | 2% | 2% | -22% | -17% | 44%[activator] | -1% | 2%[59 µM]
COc1cc(OC)nc(Oc2cccc(C(F)(F)F)c2)n1 | 49%[activator] | -7% | 0% | 5% | 32% | 14% | 146%[activator] | -6% | 49%[activator]
O=C(CSc1cccc2cccnc12)Nc1cc(C(=O)O)cc(C(=O)O)c1 | 39%[activator] | 2% | -2% | 4% | -4% | -12% | -30% | 1% | .
C#CCOc1ccc(C2C(C#N)=C(N)Oc3cc(O)ccc32)cc1 (stereo unspecified) | 28% | i | 10% | -17% | -12% | -20% | 132%[activator] | -13% | 21%[0.501 µM]
CC1CC(C)CN(C(=O)Cn2ncc3c([nH]c4ccccc43)c2=O)C1 (stereo unspecified) | -5% | -9% | ? | -9% | -6%[57.1 µM] | 25µM* | -2% | -1% | 16%
CCOc1ccc(-c2nnc3ccc(SCC(=O)N4CCCCC4)nn23)cc1 | 66%[activator] | 10% | -10% | 0% | 8% | -9% | 17% | 0% | 35µM*
COc1ccc(CCNC(=O)CNC(=O)c2ccc3c(c2)OCO3)cc1OC | 5% | -1% | -9% | 4% | -7% | -18% | 2% | -5% | 21%
O=C(c1cc(S(=O)(=O)N2CCOCC2)ccc1Cl)N1CCc2ccccc2C1 | 15% | 7% | -9% | 6% | -4% | -18% | 19% | -1% | 25%
CC[C@@]1(C(=O)OC)N[C@H](CN(C)S(=O)(=O)c2ccccc2)[C@@H]2C(=O)N(C)C(=O)[C@@H]21 | 55%[activator] | 1% | -1% | 3% | . | -6% | 2% | . | .
Nc1cc(SCc2ccc(Cl)cc2Cl)ncn1 | 32% | -8% | -12% | -8% | . | -12% | 11% | . | .
O=C(CCSc1nnc(-c2ccncc2)o1)Nc1cccc2ccccc12 | 46%[activator] | i | 1% | -1% | 6% | -21% | -6% | 2% | 10%[59 µM]
Cc1ccc(C(=O)NC(C)c2ccc(-n3ccnc3)cc2)c(C)c1 (stereo unspecified) | 31% | 9% | -2% | 1% | -21% | -14% | 7% | 1% | ?

Of the compounds above, 2 contain a Cl atom:
SMILES | HP1b chromo inh | Tb PGK inh | Pin1 inhibitor | GLS inhibitor | BAZ2B inh | JMJD2A Tudor | Pol iota inh | BLM helicase inh | G9a block
O=C(c1cc(S(=O)(=O)N2CCOCC2)ccc1Cl)N1CCc2ccccc2C1 | 15% | 7% | -9% | 6% | -4% | -18% | 19% | -1% | 25%
Nc1cc(SCc2ccc(Cl)cc2Cl)ncn1 | 32% | -8% | -12% | -8% | . | -12% | 11% | . | .

The listing continues:
SMILES | HP1b chromo inh | Tb PGK inh | Pin1 inhibitor | GLS inhibitor | BAZ2B inh | JMJD2A Tudor | Pol iota inh | BLM helicase inh | G9a block
CCOC(=O)NC(CC(=O)O)c1ccc(OCC)cc1 (stereo unspecified) | 15% | 7% | -1% | -3% | 0% | -2% | -2% | -1% | 23%
N#Cc1ccc(C(=O)Nc2nnc(-c3cccs3)o2)cc1 | 15% | -10% | 2% | 1% | 50µM* | 56µM* | 18% | -2% | .
Cc1cc(C(=O)CCC(=O)NC(C)c2ccc(S(N)(=O)=O)cc2)c(C)s1 (stereo unspecified) | 7% | i | 5% | 5% | 13% | -14% | 20% | . | 8%
O=C(Nc1ccc(Cn2nnc3ccccc32)cc1)c1ccco1 | 10% | 0% | 5% | -8% | 5% | -5% | 18% | -6% | 6%
O=C(c1ccc2c(c1)N(Cc1ccc(F)cc1)C(=O)c1ccccc1S2=O)N1CCC(Cc2ccccc2)CC1 (stereo unspecified) | 21% | -9% | 21% | -9% | -22% | -18% | 30%[activator] | -12% | ?
CCN(CC)c1ccc(NC(=O)c2ccc(=O)[nH]c2)cc1S(=O)(=O)Nc1ccccc1OC | ? | 0% | 10% | 0% | . | ? | 44%[activator] | -8% | 2.5µM*
CC(=O)Nc1ccc(S(=O)(=O)Nc2nc(C)nc3sc4c(c23)CCC4)cc1 | 23% | -7% | 12% | 7% | -10% | -10% | ? | -3% | -31%[12.7 µM]
O=C(Nc1ccc(CN2CCOCC2)cc1)c1ccccc1F | 23% | -1% | 4% | 6% | -3% | -4% | 7% | -10% | 4%[59 µM]
CCOc1ccc(S(=O)(=O)NC(C)C(=O)NCc2ccncc2)cc1 (stereo unspecified) | 8% | -7% | -1% | 4% | -2% | -11% | -3% | -5% | 20%
Cc1ccc(OCC(=O)Nc2ccccc2C(=O)OCc2cc(=O)n3ccsc3n2)cc1 | 70%[activator] | -2% | 22% | -4% | ? | ? | -18% | -15% | ?
CNC(=O)c1ccc(NC(=O)Nc2ccccc2)cc1 | 29% | -12% | -1% | 1% | -34% | -9% | 18% | -5% | 12%[59 µM]
O=C(c1cccc(OCc2ccccc2)c1)N1CCOCC1 | 38% | i | -1% | -2% | -10% | -6% | -2% | -1% | -21%
COc1ccc(CNC(=O)C2CCN(C(=O)c3cccc(Cl)c3)CC2)cc1 | 17% | 0% | 4% | -1% | -20% | -3% | 15% | -7% | 1%
Clc1ccc(-c2nc3ccccc3nc2-c2ccccc2)cc1 | 110%[activator] | -9% | -11% | 1% | 30% | 54%[activator] | 184%[activator] | -7% | 24%[59 µM]
CCCc1c(C(=O)N/N=C/c2ccco2)nnn1-c1nonc1N | 32% | 6% | 53%[activator] | 1% | 15% | -14% | -10% | -3% | .
CCCOc1ccc(-c2cnc(N)s2)cc1 | -19% | -1% | -7% | -8% | -30% | -23% | -6% | -7% | ?
CCC(=O)n1nc(-c2cccnc2)nc1NCc1ccc(OC)cc1 | 24% | -4% | 0% | 11% | -2% | -12% | -3% | -1% | ?
COc1cccc(Cn2c(=O)n(CC3CCC(C(=O)N4CCOCC4)CC3)c(=O)c3sccc32)c1 (stereo unspecified) | 129%[activator] | i | -1% | -3% | -1% | -19% | 11% | -4% | 18%[59 µM]
NS(=O)(=O)c1cccc(NC(=O)COC(=O)Cc2ccc(S(=O)(=O)N3CCCCC3)s2)c1 | 38% | i | 37%[activator] | -1% | ? | -26% | -1% | -6% | 45µM*
O=c1c(Cc2ccc(Cl)cc2Cl)c(O)ccn1CC(F)(F)F | 31% | -6% | -3% | -7% | -3% | -5% | -4% | 4% | -8%
O=C(/C=C/Nc1ccc(F)cc1F)c1cccs1 | 21% | ? | 9% | 13% | -1% | -19% | 6% | -16% | 14µM*
COc1ccccc1N1CCN(C(=O)CCn2c(=O)[nH]c3ccsc3c2=O)CC1 | 78%[activator] | 2% | -2% | 5% | -3% | -9%[57.1 µM] | 8% | 3% | ?
S=C1NCCN1CC1CCN(CCC23CC4CC(CC(C4)C2)C3)CC1 | 27% | -8% | 1% | 1% | . | -15% | 36%[activator] | . | .
CCCC[C@@H]1CCCO[C@@](C(=O)NCc2ccc(C)o2)(C(F)(F)F)C1 | 38%&29% | -5% | -5%&26% | -17% | . | -1%&-12% | 11%&0% | -10% | .
Cc1cc(C)c2c(=O)cc(C(=O)Nc3ccccc3Cl)oc2c1 | 36% | -1% | -4% | 0% | 0% | -4% | 5% | -1% | -4%[59 µM]
CS(=O)(=O)c1ccc(C(=O)Nc2ccc(N3CCCCC3)cc2)c(Cl)c1 | 10% | 5% | 4% | 13% | -8% | -7% | 51%[activator] | -2% | 12%
CN(C)S(=O)(=O)c1ccc(N2CCCC2)c(C(=O)OCC(=O)NC2(C#N)CCCCC2)c1 | 14% | -1% | 1% | 3% | 5% | -10% | -1% | . | ?
Cc1cccc(-n2ccnc2CN2CCC(CO)(Cc3ccccc3)CC2)c1 | 35% | -8% | -1% | 0% | -29% | 5% | 7% | -3% | -31%
CCOc1ccccc1OCc1nn2c(COc3ccccc3)nnc2s1 | ? | -4% | -2% | 6% | -21% | ? | 4% | -4% | ?
Cc1sc2nc(CSc3ccccc3)nc(N3CCOCC3)c2c1C | 58%[activator] | 0% | -1% | 5% | 16% | 19% | -11% | -7% | 16%[59 µM]
CCN(CC)CCN(Cc1cc2cc3c(cc2[nH]c1=O)OCCO3)C(=S)NC | 40%[activator] | -3% | -5% | 4% | 12% | -5% | ? | 48%[activator] | .
Cn1c2ccccc2n2c(=O)c(=O)n(CC(=O)c3ccc(F)cc3)nc12 | 7% | -7%[11.5 µM] | -9% | -12% | -1% | 8% | ? | -2% | -9%[12.7 µM]
Clc1ccccc1CNCC1CCCO1 (stereo unspecified) | 22% | 1% | -2% | 2% | -28% | -7% | 107%[activator] | -1% | -5%
NS(=O)(=O)c1ccc(CNC(=O)c2ccc(NS(=O)(=O)c3ccc4[nH]c(=O)[nH]c4c3)cc2)cc1 | -11% | 6% | 1% | -5% | 7% | -19% | ? | . | -1%
CCc1c(C)nc2nncn2c1NCc1ccccc1 | 34% | 3% | 0% | 7% | -3% | 3% | 15% | 4% | -2%[59 µM]
COc1ccc(N2C(=O)CN=C2Nc2nc(C)cc(C)n2)cc1OC | 1% | i | -3% | 0% | ? | 79µM* | 38%[activator] | 2% | -28%
O=C(NCC1CCCO1)c1cc(-c2ccccc2)on1 (stereo unspecified) | 26% | -9% | -2% | 8% | 12% | -12% | 16% | -1% | 8%[59 µM]
O=C(O)C1CCN(Cc2cnn(-c3ccccc3)c2-n2cccc2)CC1 | 4% | -8% | -1% | 1% | . | -19% | 2% | . | .
O=C(O)CC(NCc1ccco1)C(=O)OCCCl (stereo unspecified) | -3% | 11% | -5% | -3% | ? | 28µM* | 34%[activator] | 2% | 7.9µM*
Cc1ccc(-c2nc(S(=O)(=O)c3ccc(C)cc3)c(SCC(=O)Nc3ccc(F)cc3)o2)cc1 | 22% | -1% | 1% | 6% | -25% | 3% | -2% | -7% | -27%[59 µM]
CCOc1ccc(C(=O)c2nc3c(n2O)CCCCC3)cc1 | 8% | 1% | -10% | 1% | -38% | ? | 26% | 0% | ?
